# KLF5 inh: KLF5 expression inhibitors, primary screen, DLD-1 cells, luminescence | hit rate 0.23% among 290,000 | DLD-1 KLF5 promoter-luciferase reporter | AID 1700, 2009 | inhibition, % at 5 µM;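 active means inhibition above a per-plate limit of that plate's mean compound inhibition plus 3 SD, cut at about 60% in these data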;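 further: 0% = DMSO wells and 100% = LY294002 at 200 µM; higher means less KLF5 promoter-driven luciferase light; inactives centre near -14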
# HSF1 activator: HSF-1 activators, primary screen, NIH3T3-HGL cells, MG132 stress, luminescence, single point; NIH3T3-HGL HSF-1 luciferase reporter, 8 h; 100% = twice DMSO control signal; activation, % at 9 µM; hit rate 1.7% among 300,000; AID 504408, 2011;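 active means mean replicate activation of at least 50% with a set share of replicates each reaching 50%; inconclusive means only one of those two conditions met; inactive means mean below 50% and too few replicates reaching it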;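 further: 0% = median of the neutral control wells and 100% = twice that signal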
# HSP90 refold inh: HSP90 inhibitors, primary screen, cell lysate, luminescence | inhibition, % at 5.6 µM | hit rate 0.91% among 290,000 | Rabbit reticulocyte lysate, luciferase refolding luminescence, 3 h;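 active means inhibition above the screen-wide mean plus 3 SD, computed separately per campaign, cut at about 16% in these data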;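 further: 0% = DMSO wells and 100% = 60 µM geldanamycin wells; inhibitors lower the luminescence because luciferase stays unfolded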
# PolyA inhibitor: polyadenylation inhibitors in yeast reporter cells, primary screen, luminescence, S. cerevisiae; S. cerevisiae SKY197-pL101 polyadenylation reporter, beta-gal luminescence; efflux-impaired pdr1/pdr3 knockout yeast; score 100 = 6 SD above DMSO; calls only at 12 µM; hit rate 0.02% among 300,000; AID 1875, 2009;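 active means lowest replicate activity score at least 50, where 100 means six control SD above control mean; inconclusive means lowest score under 50 but half or more replicates reach 50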;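 further: yeast exposed to compound for 9 h at 30 °C; higher score means more reporter readthrough which indicates perturbed polyadenylation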
# GSK3 alpha inh: blockers of GSK3A enzyme activity – biochemical, luminescence, cell-free homogeneous, HTS, primary screen | Glycogen synthase kinase-3 alpha (Homo sapiens), P49840 | GSK-3 alpha kinase, ADP-Glo luminescence, 60 min | inhibition, % at 10 µM | hit rate 0.1% among 320,000 | AID 2650, 2010;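 in the data active means inhibition above about 50%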;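 further: GST-tagged GSK-3 alpha with peptide substrate and 25 µM ATP; 0% = DMSO neutral wells and 100% = GW8510 positive control wells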
# Target sequence (P49840 whole entry, looked up): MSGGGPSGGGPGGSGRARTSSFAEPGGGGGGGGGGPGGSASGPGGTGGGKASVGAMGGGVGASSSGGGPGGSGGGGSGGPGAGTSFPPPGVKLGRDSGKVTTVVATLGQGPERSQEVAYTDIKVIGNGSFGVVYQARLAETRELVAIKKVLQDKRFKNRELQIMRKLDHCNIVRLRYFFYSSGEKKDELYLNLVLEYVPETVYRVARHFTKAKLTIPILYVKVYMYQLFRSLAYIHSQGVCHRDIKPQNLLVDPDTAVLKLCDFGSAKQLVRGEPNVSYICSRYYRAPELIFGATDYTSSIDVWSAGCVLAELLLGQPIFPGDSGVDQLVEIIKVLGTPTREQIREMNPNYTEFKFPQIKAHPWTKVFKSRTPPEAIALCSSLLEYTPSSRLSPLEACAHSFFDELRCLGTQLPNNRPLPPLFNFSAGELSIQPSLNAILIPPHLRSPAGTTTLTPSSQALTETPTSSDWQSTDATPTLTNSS
# IEC-6 cytotox: cytotoxicity in IEC-6 intestinal epithelial cells, primary screen, cytotoxicity control for KLF5 inhibitor project, cell-based, luminescence | IEC-6 cytotoxicity, luminescence viability | AID 1825, 2009 | inhibition, % at 5 µM | hit rate 0.78% among 290,000; in the data active means inhibition above about 22%;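 further: 0% = plate median of test compound wells and 100% = cytotoxic reference compound wells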
# AI-2 QS modul: Vibrio harveyi AI-2 quorum sensing modulators, primary screen, JMH597 strain, luminescence/OD600 ratio | Vibrio harveyi JMH597 AI-2 luminescence/OD600 ratio, 9 h; active compounds read low; strain lacks LuxN and CqsS sensors; 0 = neutral-control median | activity change, % at 7.5 µM | hit rate 0.4% among 300,000; in the data active means activity change below about -75%, passing the limit was not always enough; inconclusive means no clear call, values can overlap the other calls;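 further: luminescence divided by OD600 gain over 9 h not by final OD600 alone; inactives centre near 13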
# HSF1 inhib: HSF1 inhibitors in luciferase reporter cells, primary screen, cell-based, NIH3T3, luminescence | NIH3T3-HGL HSE-luciferase, MG132-induced, luminescence 8 h; active compounds read low | hit rate 0.77% among 300,000 | activity change, negative = inhibition, % at 7.5 µM (by protocol);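 active means more than half of replicate wells show activity change below -50%, luminescence cut by over half; inconclusive means some wells, but at most half, below -50%; inactive means no replicate well below -50%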;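 further: luciferase reports HSF-1 transcriptional activity via heat shock element; 0% = median of DMSO wells and -100% = zero luminescence signal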
# aSyn 5UTR inh: MLPCN primary screen, SNCA 5' untranslated region; alpha-synuclein 5'UTR reporter, inhibitor activity; inhibition, % (tested at 7.5 µM); hit rate 0.82% among 300,000; AID 1813, 2009; in the data active means inhibition above about 60%; inconclusive means no clear call, values can overlap the other calls;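 further: H4 neuroglioblastoma cells stably carrying SNCA 5'UTR luciferase fusion; 0% = DMSO wells and 100% = positive control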
# GSK3beta inhib: human GSK3beta kinase inhibitors, primary screen, biochemical, cell-free homogeneous, HTS; Glycogen synthase kinase-3 beta (Homo sapiens), P49841; hit rate 0.038% among 300,000; activity score (negative = inhibition), % at 10 µM; GST-GSK3beta kinase, ADP-Glo luminescence, 60 min; active compounds read low;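 active means more than half of replicate wells score below -50%, meaning over 50% inhibition versus plate controls; inconclusive means some replicates but at most half score below -50%; inactive means no replicate scores below -50%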;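 further: 0% = median DMSO wells and -100% = median GW8510 positive control wells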
# Target sequence (P49841 whole entry, looked up): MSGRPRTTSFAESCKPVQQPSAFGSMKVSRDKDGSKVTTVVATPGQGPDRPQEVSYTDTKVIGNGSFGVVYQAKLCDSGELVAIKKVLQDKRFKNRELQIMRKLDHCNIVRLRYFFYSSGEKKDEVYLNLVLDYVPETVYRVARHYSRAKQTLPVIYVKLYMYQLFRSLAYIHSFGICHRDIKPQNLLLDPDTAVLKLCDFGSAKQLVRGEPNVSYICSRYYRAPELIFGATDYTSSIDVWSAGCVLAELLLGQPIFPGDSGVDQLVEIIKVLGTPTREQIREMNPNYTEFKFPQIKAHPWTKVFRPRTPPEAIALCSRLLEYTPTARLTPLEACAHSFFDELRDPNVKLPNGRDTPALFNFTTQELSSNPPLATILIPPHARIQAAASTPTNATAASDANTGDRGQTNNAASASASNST
#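 Test system: GST-tagged human GSK3beta kinase, cell-free; evaluation: activity score scaled between in-plate DMSO and GW8510 controls; measured by: ADP-Glo luminescence; incubation: 60 min reaction, RT; benchmarks: DMSO and 20 µM GW8510; reagent: peptide substrate plus 25 µM ATP (final); medium: Tris/MgCl2 kinase buffer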
# Active calls of the source: *; i = inactive; ? = inconclusive; · = no result given.
SMILES	KLF5 inh	HSF1 activator	HSP90 refold inh	PolyA inhibitor	GSK3 alpha inh	IEC-6 cytotox	AI-2 QS modul	HSF1 inhib	aSyn 5UTR inh	GSK3beta inhib
CC(=O)NCC(=O)N(C)C(C(=O)Nc1ccc2c(c1)OCCO2)c1ccc(C)cc1 (centres undefined)	-65	9	-1	i	-2	1	8	0	-12	0
CNC(=O)C(=O)NCCc1ccc(Cl)cc1	-15	33	-2	i	-4	3	4	10	-3	4
Fc1ccccc1-c1nc(-c2ccccc2)no1	-2	?	-5	i	-1	-7	0	26	-97	-2
O=C(CNC(=O)c1ccc(Cl)c([N+](=O)[O-])c1)NCC1CCCO1 (centres undefined)	-20	-2	2	i	-2	0	3	-2	-40	0
COc1ccc(OC)c(CNC(=O)C2CCN(S(=O)(=O)N3CCCC3)CC2)c1	6	8	-3	i	-1	-3	22	-2	-4	3
CCN(CC)c1ccc(N=Cc2ccc([N+](=O)[O-])o2)cc1	0	-15	16	i	1	-11	30	-24	-80	-1
CC(C)Oc1ccc(C(CC(=O)N(C)CCC#N)c2ccc(F)cc2)cc1 (centres undefined)	-16	8	4	i	-2	10	-8	-3	15	-4
COc1ccc(S(=O)(=O)N2Cc3ccccc3CC2C(=O)Nc2ccc(O)cc2)cc1OC (centres undefined)	-6	3	-2	i	1	2	5	-6	4	0
Cc1ccc(C(=O)Nc2ccc3c(c2)OCO3)cc1S(=O)(=O)N1CCOCC1	-80	3	-2	i	-1	1	28	1	-52	-2
O=C(c1ccc(CS(=O)(=O)c2ccc(Br)cc2)o1)N1CCN(c2ccccn2)CC1	9	4	-3	i	-1	-7	21	2	-32	2
S=C(Nc1ccccc1)N1CCCCC1	-22	11	-1	i	·	0	-11	3	-4	3
CC(CN1CCOCC1)OC(=O)c1ccc(C(C)(C)C)cc1 (centres undefined)	-5	17	-1	i	1	0	15	4	-18	0
COc1ccc(CC(=O)N2CC(C)CC(C)C2)cc1OC (centres undefined)	-30	3	-1	i	-4	-2	19	-3	7	1
N#CC1=C(S)N=C(N)C(c2nc(-c3ccccc3)cs2)C12CCCC2 (centres undefined)	-34	-4	2	i	3	2	14	4	-27	0
COc1cc2[nH]c(C(=O)N3CCC(Cc4ccccc4)CC3)cc2c(OC)c1OC	-12	10	0	i	-2	11	10	1	11	0
C=CCNC(=O)NC(=O)COC(=O)CC(NC(N)=O)c1ccc(Cl)cc1 (centres undefined)	-9	-12	-5	i	-1	-7	40	-2	7	1
Cc1n[nH]c(=S)n(NC(=O)CC(=O)Nn2c(=S)[nH]nc(C)c2=O)c1=O	1	-8	-4	i	0	-5	31	-2	1	-2
COc1ccc(OC)c(C(=O)COC(=O)CNC(=O)C2CCCCC2)c1	-3	0	1	i	2	-10	35	-2	-17	0
CC(=O)c1ccc(NC(=O)C(NC(=O)c2ccccc2)=C(C)C)cc1	-28	17	0	i	0	-6	10	-4	26	-21
CCOC(=O)c1cc2c(ccn2C)n1CC(=O)N1CCC(C)CC1	-8	16	4	i	-1	2	11	1	22	3
NC(=O)C1CCN(CC(=O)NC(=O)NC2CCCC2)CC1	-10	-1	-1	i	-2	-3	14	-6	17	-2
CCC(NS(=O)(=O)c1ccc2c(c1)Cc1cc(S(=O)(=O)NC(CC)C(=O)O)ccc1-2)C(=O)O (centres undefined)	-16	-1	-2	i	-2	2	21	1	6	3
CCC(C)(C)NC(=O)C(c1ccc(OC)cc1)N(C(=O)CCC(=O)Nc1cc(C)on1)c1ccc(F)cc1 (centres undefined)	-17	4	4	i	0	3	21	4	4	-4
COC1(OC)N=C(N)C2(C#N)C(c3ccc(F)cc3)C12C#N (centres undefined)	-47	-9	4	i	1	-6	38	1	3	1
OC(COc1ccc(F)cc1)CN1CCN(c2ccccc2F)CC1 (centres undefined)	-28	9	1	i	-3	-7	-2	-3	11	1
Cc1cc([N+](=O)[O-])nn1CCCC(=O)Nc1cc(Cl)ccc1Cl	-13	-16	5	i	-3	2	13	2	8	-2
O=C(N/N=C/c1ccccn1)C12CC3CC(CC(C3)C1)C2	-17	20	-2	i	-4	-3	19	10	6	-5
CC1(C)CC(=O)c2cnc(NC(=O)C3CCCC3)nc2C1	-4	24	0	i	·	6	22	0	-16	-4
O=C(NC(=S)Nc1nc2c(s1)CCCC2)c1ccc(C(=O)c2ccccc2)cc1	-25	-7	-2	i	4	1	13	-1	16	1
CCN(CC)S(=O)(=O)c1cc(NC(=O)CCNC(=O)c2ccco2)ccc1C	-16	-11	-3	i	-1	4	18	-6	5	0
COc1cc(C(=O)N2CCN(CC(O)COc3ccccc3)CC2)cc(OC)c1OC (centres undefined)	·	10	·	i	-1	·	1	-1	0	-9
O=C(NCc1cccnc1)c1cc(Sc2cccc(Cl)c2)nc2ccccc12	-14	-7	1	i	-3	10	10	2	-5	-14
CCCc1nn2c(=O)cc(CSCC(=O)Nc3cccc(C)c3)nc2s1	9	-3	2	i	1	2	4	-11	-22	-3
C#CCOCCOCCOCCNc1nc(N2CCN(C(=O)[C@H](CCC(=O)O)n3cc(C(N)Cc4ccc(O)cc4)nn3)CC2)nc(N2CCN(C(=O)[C@H](CCC(=O)O)n3cc(C(N)[C@H](C)CC)nn3)CC2)n1 (some centres undefined)	-41	8	8	i	-3	-6	3	-5	-18	2
NNC(=S)NCc1ccccc1	-5	-3	3	i	1	2	-3	-4	7	-2
c1ccc(-n2cnc3cc(NCc4ccncc4)ccc32)cc1	-35	16	-2	i	0	-3	5	9	-26	-1
O=C(NCCC(=O)N1CCOCCOCCOCCOCC1)OCc1ccccc1	-53	-2	-2	i	5	-2	15	-6	-2	1
Cc1cc(S(=O)(=O)Nc2cccc(C(=O)O)c2)c(C)c(S(=O)(=O)c2ccc(Cl)cc2)c1	-7	1	-4	i	-5	-6	10	4	-10	-1
c1cncc(CSc2nnc3ccc(-c4cccs4)nn23)c1	-34	1	0	i	38	-2	29	-4	24	-1
CCCCOc1ccc(S(=O)(=O)Nc2cc(OC)ccc2OC)cc1	1	-5	1	i	-1	-4	20	-1	-19	1
O=C(CCCn1c(SCC(=O)c2ccc(F)cc2)nc2ccccc2c1=O)NCc1ccccc1	1	8	0	i	-1	-4	15	1	13	3
COc1cccc(Oc2c(C)oc3c(CN4CCCC4)c(O)ccc3c2=O)c1	11	-5	-1	i	-2	3	9	3	8	2
CC12CCC(c3c(C(=O)Nc4nccs4)nn(-c4ccccc4)c31)C2(C)C (centres undefined)	-24	0	4	i	-3	2	1	8	10	1
COc1ccc(Cl)cc1NC(=O)CN(C)C(C)C(=O)NC(=O)NC1CCCCC1 (centres undefined)	·	-17	·	i	0	·	29	-5	4	7
CCC1S/C(=N/N=C/c2ccco2)NC1=O (centres undefined)	-24	-6	-5	i	-2	-4	-9	-4	-13	-5
CC(C)Cn1cc(C(=O)NCC2CCCO2)c2c3ccccc3n(C)c2c1=O (centres undefined)	-20	-7	2	i	1	-2	27	1	15	-3
CCCNC(=O)CN1C(=O)NC(CCc2ccccc2)C1=O (centres undefined)	-13	0	-2	i	0	-4	18	-4	9	-1
COc1ccc(C(=O)NCC(=O)OCC(=O)Nc2c(C)n(C)n(-c3ccccc3)c2=O)cc1	-5	-22	-3	i	0	-1	18	-6	18	1
COc1ccc(CC(=O)NCCS(=O)(=O)N2CCN(c3ccccc3OC)CC2)cc1	·	6	·	i	-2	·	4	3	7	2
CCC1CCc2sc(C(=O)N(C)CC(=O)Nc3ccc(OC)cc3)cc2C1 (centres undefined)	·	-7	·	i	·	·	15	-1	16	3

# New compounds follow.
SMILES	KLF5 inh	HSF1 activator	HSP90 refold inh	PolyA inhibitor	GSK3 alpha inh	IEC-6 cytotox	AI-2 QS modul	HSF1 inhib	aSyn 5UTR inh	GSK3beta inhib
CCOC(=O)C1CCN(C(=O)Nc2ccc(Cl)cc2Cl)CC1	4	2	0	i	0	0	6	-6	-6	0
CC(Sc1nnc(COc2ccccc2)n1-c1ccccc1)C(=O)O (centres undefined)	-46	5	1	i	-1	4	4	-13	-2	3
O=C(O)c1c(NC(=O)c2cccc3ccccc23)sc2c1CCC2	-30	8	-4	i	-6	1	47	1	-10	1
CCOc1ccc(NC(=O)N2CCc3ccccc3C2)cc1	-73	4	-2	i	-3	-2	11	-3	-92	3
COc1cc(C2CC(=O)Oc3c(C(CCN4CCN(c5ccccc5)CC4)c4ccc(N(C)C)cc4)c(OC)cc(OC)c32)cc(OC)c1OC (centres undefined)	·	17	·	i	1	·	25	1	19	-1
Cc1ccnc(NC(=O)CS(=O)(=O)Cc2ccccc2)c1	-15	11	1	i	1	-2	0	2	-1	-3
O=C(Nn1cnnc1)c1ccc(F)c(S(=O)(=O)N2CCCCC2)c1	15	·	-1	i	·	3	12	·	11	-1
Nc1ccc(Br)c2cccnc12	15	30	17*	i	-4	11	-6	23	-16	1
COc1ccc(OCCC(=O)OCC(=O)c2ccc[nH]2)cc1	-34	-1	0	i	-2	-5	7	0	-10	3
O=C(CSC1=NS(=O)(=O)c2cc(F)ccc2N1)NCCc1ccccc1	·	-11	·	i	-2	·	31	-3	11	0
O=C(CN1C(=O)CCC1=O)c1ccc(-c2ccccc2)cc1	-52	32	-5	i	-3	-6	43	3	-82	1
CC(C)CC(=O)C1CCCN(C(=O)c2ccc3oc(Cc4ccccc4)nc3c2)C1 (centres undefined)	-14	2	-4	i	1	1	-9	5	-20	1
c1ccc2oc(-c3[nH]ncc3CN(Cc3ccncc3)CC3CCCO3)cc2c1 (centres undefined)	-5	14	0	i	4	-4	10	1	0	2
COC(=O)c1ccc(C)c(NC(=O)C(CCSC)NC(=O)c2cc(OC)c(OC)c(OC)c2)c1 (centres undefined)	4	5	-1	i	2	-5	-2	-3	11	-1
Cn1nc(C(=O)Nc2nc3ccccc3[nH]2)c2ccccc2c1=O	-39	19	-7	i	0	-2	14	5	-144	0
O=C(CCc1nc2ccccc2[nH]c1=O)OCC(=O)c1ccc(Cl)cc1	-28	1	-4	i	-1	-2	-1	-4	8	2
CC(C)(C)OC(=O)N1CCCC1C(=O)O (centres undefined)	-4	1	2	i	-3	-2	8	-10	-11	0

# Screens (PubChem)

# This is a subset; count on the stated rates, not on these rows.
